Bioassay records: PubChem BioAssay, National Center for Advancing Translational Sciences (NCATS)
TSHR antag – Antagonists of the Thyroid Stimulating Hormone Receptor: HTS campaign; Thyrotropin receptor (Homo sapiens), P16473; TSHR-expressing cells, TSH-stimulated cAMP HTRF, 2 h; active compounds read low; activity change, negative = inhibition, % at 11.5 µM; 330,000 tested, 0.2% active; AID 504810, 2011;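 active = activity change below a set negative limit, meaning inhibition stronger than a set level, cut at about -70% in these data; inconclusive = activity change between two set negative limits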; note: % is set by controls: 0 for no effect and ±100 for the full control effect
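Antagonism was scored as loss of TSH-driven cAMP in TSHR cells, stimulated with 4nM TSH (EC80) for 2 hours at 37 deg C and detected by homogeneous HTRF competition immunoassay.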
TCR act – Activators of T cell receptors: qHTS campaign; Potency, µM (highest dose often 9.22 µM), for the others: at the highest dose activation of IL-2 secretion, actives largely listed as activators; primary human leukocytes, anti-CD3, IL-2 HTRF, 48 h; AID 504894, 2011; 330,000 tested, under 10 active; note: % of control where 0% means no effect
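TCR engagement came from a-CD3 beads alone, with compounds added to primary human leukocytes for 48 hr. Secreted IL-2 bridged europium cryptate- and d2-labelled anti-IL-2 antibodies, giving FRET emission at 665nm after 320nm excitation.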
Mito fusion act – qHTS Assay for Small Molecule Inhibitors of Mitochondrial Division or Activators of Mitochondrial Fusion | 320,000 tested, 0.23% active | S. cerevisiae fusion-defective mutant growth rescue, CellTiterGlo 48 h | Potency, µM (highest dose often 46.1 µM), for the others: top-dose growth rescue (activation), actives largely listed as activators;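 note: potency is the fitted concentration of half-maximal effect; % of control where 0% means no effect; nearly all actives have a fitted effect of over 45% in size; temperature-sensitive fusion mutants such as fzo1-1 at 37 °C on non-fermentable ethanol glycerol medium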
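Compounds are tested for their ability to restore growth of mitochondrial fusion-defective yeast strains at non-permissive 37C in YPEG medium over 48 hours. Viability is quantified by luciferase luminescence.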
MLL CXXC-DNA inh – qHTS Fluorescence Polarization Assay for Inhibitors of MLL CXXC domain - DNA interaction; Histone-lysine N-methyltransferase 2A (Homo sapiens), Q03164; MLL-CXXC / FITC-HOXA9 DNA fluorescence polarization; Potency, µM (top dose mostly 115 µM), without a hit: top-dose activity change, negative = inhibition, most hits filed as inhibitors; 290,000 tested, 0.037% active; AID 2662, 2010; active = well fitted inhibition curve with a large enough effect in the polarisation, with a control signal flat, not every such curve was filed as active; inconclusive = small, poorly fitted or top-dose-only effect, or effect the other way, or a change in a side signal; inactive = no such curve, though single readings can be large or run the other way; the % refers to the polarisation; note: potency is the fitted concentration of half-maximal effect
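Steps: dispense CXXC domain solution (7 uM) → pin compounds or unlabeled HOX-A9 DNA control → 5 min ambient → add FLSN-HOX-A9 solution (50 nM) → spin → 30 min ambient → fluorescence polarization. Tris pH 7.5/NaCl/DTT/BSA buffer.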
ASM inhibitor – Inhibitors of Secretory Acid Sphingomyelinase (S-ASM): qHTS; Potency, µM (series often up to 57.5 µM), without a hit: at the top dose activity change, negative = inhibition, hits mostly inhibitors; placental ASM, HMU-PC fluorogenic substrate, 60 min; Sphingomyelin phosphodiesterase (Homo sapiens), P17405; 340,000 tested, 0.006% active; note: potency is the fitted concentration of half-maximal effect
Target sequence (P17405 47-631 limits assumed): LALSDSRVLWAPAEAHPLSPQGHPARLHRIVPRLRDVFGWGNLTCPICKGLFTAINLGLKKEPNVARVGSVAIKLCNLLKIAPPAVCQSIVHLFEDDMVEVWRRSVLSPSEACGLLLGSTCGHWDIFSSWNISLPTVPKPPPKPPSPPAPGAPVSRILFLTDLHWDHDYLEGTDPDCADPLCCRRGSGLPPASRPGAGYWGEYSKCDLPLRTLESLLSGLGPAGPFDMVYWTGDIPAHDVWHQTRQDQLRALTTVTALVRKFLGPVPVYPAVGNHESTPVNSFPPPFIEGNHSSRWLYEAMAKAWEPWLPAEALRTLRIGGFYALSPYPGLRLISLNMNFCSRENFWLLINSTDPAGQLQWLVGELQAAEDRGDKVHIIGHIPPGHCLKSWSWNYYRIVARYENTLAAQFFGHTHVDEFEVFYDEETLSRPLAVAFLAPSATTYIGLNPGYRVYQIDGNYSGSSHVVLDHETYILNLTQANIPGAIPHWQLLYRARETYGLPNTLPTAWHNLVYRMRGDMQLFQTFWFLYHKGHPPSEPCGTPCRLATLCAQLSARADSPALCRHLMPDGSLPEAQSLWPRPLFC
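Steps: dispense placental human ASM, pin compound, wait 10 min at room temperature, add HMU-PC0 substrate at 9 uM final, incubate 60 min at 37 °C, add stop solution raising pH to 10, read fluorescence.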
AT treatment – qHTS Assay for Identifying a Potential Treatment of Ataxia-Telangiectasia; 320,000 tested, 0.19% active; Potency, µM (doses to about 57.5 µM), without a hit: at the top dose activation, hits mostly activators; AID 485349, 2010; […] A-T fibroblasts, KAP-1 phosphorylation AlphaLISA; neocarzinostatin DNA damage 30 min before lysis; note: potency is the fitted concentration of half-maximal effect; % of control where 0% means no effect; nearly all actives have a fitted effect of over 45% in size
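hTERT-immortalized A-T patient fibroblasts ([…]), 500 cells/well in OPTI-MEM, 1% FBS, got compounds for 60 min, then NCS for 30 min at 37C. Lysates were then assayed for phospho-KAP-1 by AlphaLISA (anti-pKAP1 donor, anti-KAP1 acceptor beads), 6 hr at 25C.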
Menin-MLL TR inh – qHTS Assay for Inhibitors Targeting the Menin-MLL Interaction in MLL Related Leukemias: Competition With Texas Red Labeled MLL-derived Mutant Peptide | Menin + Texas Red MLL mutant peptide, fluorescence polarization | Potency, µM (top dose mostly 61.6 µM), for the others: at the highest dose FP activity change, negative = inhibition, actives largely listed as inhibitors | 270,000 tested, 0.23% active | AID 1768, 2009; active = well fitted inhibition curve with a large enough effect in the polarisation, with a control signal flat, not every such curve was filed as active; inconclusive = small, poorly fitted or top-dose-only effect, or effect the other way, or a change in a side signal; inactive = no such curve, though single readings can be large or run the other way; the % refers to the polarisation; note: potency is the fitted concentration of half-maximal effect; % of control where 0% means no effect; many of its hits are not listed in these tables
a7 integrin act – qHTS for Activators of Integrin-Mediated Alleviation for Muscular Dystrophy. Potency, µM (highest dose often 38.3 µM), for inactives: at the top dose activation, usual class: activators. 350,000 tested, 0.064% active. alpha7betagal myoblasts, beta-gal FDG fluorescence, 48 h;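 note: potency is the fitted concentration of half-maximal effect; 100% = response of the positive control SU9516; nearly all actives have a fitted effect of over 60% in size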
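alpha7betagal+/- myoblasts (passage 13, 250/well) treated 48 h at 37C with compounds at 1:260 dilution of DMSO stock. Lysed, then beta-galactosidase activity read as FDG fluorescence (ex 480/em 540) after 30 min, with pre-read for autofluorescence.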
MBNL1-CUG inh – qHTS Assay for Inhibitors of MBNL1-poly(CUG) RNA binding; AID 2675, 2010; TR-FRET MBNL1-His/biotin-(CUG)12 binding, 665/545 ratio; 280,000 tested, 0.036% active; Potency, µM (series often up to 57.5 µM), for inactives: top-dose activity change, negative = inhibition, hits mostly inhibitors; active = well fitted inhibition curve with a large enough effect in the signal ratio, with a control signal flat, not every such curve was filed as active; inconclusive = small, poorly fitted or top-dose-only effect, or effect the other way, or a change in a side signal; inactive = no such curve, though single readings can be large or run the other way; the % refers to the signal ratio; note: potency is the fitted concentration of half-maximal effect; % is set by controls: 0 for no effect and ±100 for the full control effect
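His-tagged MBNL1 binding to biotinylated (CUG)12 RNA was measured by TR-FRET using terbium anti-His antibody (0.055 ng/ul final) and streptavidin-XL665 (5 nM final). Compounds were titrated 92 nM to 58 uM; 60 min at room temperature.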
PTAP TSG101 blk – qHTS Assay for Iinhibitors of HIV-1 Budding by Blocking the Interaction of PTAP/TSG101 | 340,000 tested, under 10 active | Fluorescence polarization, FITC-PTAP peptide / Tsg101 binding | Tumor susceptibility gene 101 protein (Homo sapiens), Q99816 | Potency, µM (titrated, usually from 115 µM), inactives show at the top dose activity change, negative = inhibition, usual class: inhibitors; active = well fitted inhibition curve with a large enough effect in the main read-out, with a control signal flat, not every such curve was filed as active; inconclusive = small, poorly fitted or top-dose-only effect, or effect the other way, or a change in a side signal; inactive = no such curve, though single readings can be large or run the other way; note: potency is the fitted concentration of half-maximal effect; % of control where 0% means no effect
Target sequence (Q99816 whole entry, looked up): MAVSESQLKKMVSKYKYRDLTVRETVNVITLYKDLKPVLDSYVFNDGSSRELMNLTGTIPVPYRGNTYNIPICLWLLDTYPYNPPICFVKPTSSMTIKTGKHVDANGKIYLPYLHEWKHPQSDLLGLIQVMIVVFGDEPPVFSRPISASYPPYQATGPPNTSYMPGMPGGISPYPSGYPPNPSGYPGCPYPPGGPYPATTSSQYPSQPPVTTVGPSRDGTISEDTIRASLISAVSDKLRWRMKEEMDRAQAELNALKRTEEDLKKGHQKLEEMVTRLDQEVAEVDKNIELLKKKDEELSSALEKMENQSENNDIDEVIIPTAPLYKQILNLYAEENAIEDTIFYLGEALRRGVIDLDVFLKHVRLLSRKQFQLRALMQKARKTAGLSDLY
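Tsg101 binding domain (10 uM final) was mixed with compound and a FITC-labeled PTAP peptide (50 nM final) in HEPES pH 7.5 buffer with NaCl, Tween 20, EDTA and TCEP; fluorescence polarization was read after 20 min at r.t.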
Active calls of the source: *; i = inactive; ? = inconclusive; / = not tested or not shown; [ ] = remark or other dose. Unless noted, calls come from the whole dose curve; as a rule, active = well fitted curve in the direction sought with a large enough effect; inconclusive = small, poorly fitted or top-dose-only effect, or another doubt; inactive = no such curve, though single readings can be large; an effect the other way counts as inactive or inconclusive. An excerpt; the hit share may differ from the screen's.

SMILES	TSHR antag	TCR act	Mito fusion act	MLL CXXC-DNA inh	ASM inhibitor	AT treatment	Menin-MLL TR inh	a7 integrin act	MBNL1-CUG inh	PTAP TSG101 blk
O=C(O)C1C2C=CC(C2)C1C(=O)NCc1cccs1 (stereo not drawn)	-12	3%	-2%	13%	-1%	5%	-11%	4%	-12%	1%
COc1ccc2nc(NC(=S)NC(=O)c3ccco3)sc2c1	-12	2%	7%	0%	0%	-2%	-17%	-7%	?	-3%
O=C(CSc1nc(C(F)(F)F)cc(=O)[nH]1)N1CCOCC1	16	0%	0%	/	4%	4%	/	20%	/	-4%
O=C(NCc1ccccc1)C1=C[C@H](c2ccc(Br)cc2)C[C@H](OCCCCO)O1	/	0%	/	/	-3%	/	/	0%	/	2%
CCOc1ccc(NC(=O)c2ccc(-n3cccn3)nc2)cc1	-5	4%	-3%	-10%	-2%	-1%	3%	-6%	-3%	-4%
CCOC(=O)c1ccc2nc(Nc3nc4ccc(F)cc4s3)sc2c1	2	-5%[46.1 µM]	1%	2%	i	0%	11%	16%	/	2%
Cc1csc2nc(CSc3ccc(Cl)cc3)cn12	-5	7%	7%	9%	-7%	13%	7%	25%	10%	0%
Cc1oc(-c2ccccc2)[n+]([O-])c1C	1	5%	4%	0%	5%	6%	2%	6%	1%	-1%
O=[N+]([O-])c1cc([N+](=O)[O-])c(Oc2cc(Cl)ccc2Cl)cc1NC1CCCCCCC1	-6	2%	14%	6%	5%	6%	1%	23%	2%	-3%
Cc1c(S(=O)(=O)Nc2cccc(Cl)c2)c(=O)n(C)c(=O)n1C	1	-1%	2%	1%	3%	4%	-5%	-2%	3%	-3%
O=[N+]([O-])c1ccc(C(O)C[n+]2ccccc2)cc1 (stereo not drawn)	-3	2%	0%	11%	0%	7%	-11%	?	?	-4%
COC(=O)CS(=O)(=O)c1ccsc1C(=O)Nc1ccc(F)c(F)c1	-13	-7%	1%	10%	0%	-1%	13%	18%	-13%	-2%
CCN1CCN(C2CCCCC2NS(=O)(=O)c2ccc(Cl)cc2)CC1 (stereo not drawn)	4	1%	-4%	17%	-2%	5%	-26%	-21%	-3%	-7%
O=C(NCCC(=O)N1CCc2ccccc21)c1ccccc1Cl	11	3%	6%	43%[activator]	-4%	1%	2%	8%	2%	2%
Cc1nn(C(C)C(=O)NCCN2CCCCCC2)c(=O)c2nn(-c3ccccc3)c(C)c12 (stereo not drawn)	23	0%	1%	5%	-3%	-7%	/	-11%	5%	-2%
Cn1c(-c2ccccc2)c(/C=N/NC(=O)c2cccnc2)c2ccccc21	-8	-3%	-2%	-4%	5%	-4%	10%	-16%	21%	-2%
CCN(CC)CCCN1C=C2C(=O)C(C)(OC(=O)CCc3ccccc3)C(=O)C=C2C=C1c1ccc(C#N)cc1 (stereo not drawn)	-3	8%	?	-1%	187%[activator]	?	0%[11.7 µM]	12%	?	-10%
Cc1ccccc1C(=O)N=c1ccn(-c2nc3ccccc3nc2NS(=O)(=O)c2ccccc2)cc1	0	8%	-1%	?	2%	-2%	1%	-5%	?	-4%
O=C(O)c1ccccc1C=NN=C1c2ccccc2-c2ccccc21	/	5%	/	/	6%	/	/	?	/	-18%
COC(=O)CN1C(=O)N/C(=C/c2cc3c(cc2OC)OCO3)C1=O	-11	-1%	14%	-1%	67%[activator]	-1%	-13%	-3%	/	-1%
CCc1c(C)sc(NC(=O)c2cc(C3CC3)on2)c1C#N	-14	6%	5%	0%	-7%	6%	-7%[11.7 µM]	24%	4%	-3%
O=C(O)c1cccnc1SC1CC(=O)N(c2ccccc2)C1=O (stereo not drawn)	14	-3%	-15%	-9%	2%	20%	/	10%	-5%	-2%
CN(C)C(/C=C/Nc1ccc(F)cc1F)=C(C#N)C#N	-4	1%	0%	4%	6%	9%	-4%	-11%	?	-1%
Cc1ccc(S(=O)(=O)c2c(C)cc(C)nc2Cl)c(C)c1	-16	2%	-4%	5%	0%	16%	-1%	-10%	-8%	-8%
Cn1ccnc1C(=O)c1cccc([N+](=O)[O-])c1	-5	0%[46.1 µM]	-4%	-3%	5%	3%	0%	4%	?	-1%
CC(Oc1ccc(Cl)cc1Cl)c1nc(-c2ccc(NC(=O)c3ccncc3)cc2)no1 (stereo not drawn)	?	-4%[46.1 µM]	?	0%	-23%	-2%	?	-59%[inhibitor]	-16%	-7%
Cc1noc(C)c1NC(=O)N(C)C[C@H]1Oc2c(NC(=O)C3CCCCC3)cccc2C(=O)N([C@H](C)CO)C[C@@H]1C	3	-1%	/	/	1%	7%	/	-6%	/	2%
O=C(CN1CCN(c2ccccc2)CC1)N1CCN(c2ccccc2)CC1	2	-10%	-3%	-7%	-1%	7%	-12%	-8%	6%	1%
CCOc1ccc(CN2CCN(Cc3[nH]c4ccccc4c3C)CC2CCO)cc1 (stereo not drawn)	3	-1%	-9%	-12%	0%	-3%	-23%	-39%	-4%	-6%
COc1ccc(CN2CCN(Cc3c[nH]c4ccccc34)CC2CCO)cc1C (stereo not drawn)	4	-6%	-5%	40%[activator]	-3%	-2%	-7%	-28%	-7%	-2%
CC(C)NC(=O)CN1C(=O)c2cccc3cccc1c23	-19	-2%	1%	1%	28%	5%	-7%	-11%	?	-10%
O=C(CSc1nc2ncc(Br)cc2[nH]1)c1cccc([N+](=O)[O-])c1	-3	3%[46.1 µM]	1%	?	3%	4%	?	28%	?	-3%
O=[N+]([O-])/C(C(Cl)=C(Cl)Cl)=C(\Nc1ccc(F)cc1)n1cncn1	-5	/	-1%	34%[activator]	/	/	21%	/	2%	/
CC(C)Cc1cc(CNC(=O)C2CCC(=O)N(Cc3cccc(C(F)(F)F)c3)C2)on1 (stereo not drawn)	-3	0%	0%	15%	0%	-6%	/	-21%	9%	1%
CCOC(=O)c1c(NC(=O)C(C)S(=O)(=O)c2cn(CC)c3ccccc23)sc2c1CCCC2 (stereo not drawn)	-6	-4%	16%	13%	-6%	5%	4%	5%	20%	-7%
CN(C)CCCNC(=O)c1cc(C(=O)Cc2ccc(Cl)cc2)c[nH]1	-1	-3%	-2%	31%	-1%	-3%	1%	-54%[inhibitor]	-1%	0%
CC(CN1CCOCC1)OC(=O)Cc1ccc(Cl)cc1 (stereo not drawn)	11	-66%	-11%	3%	56%[activator]	6%	10%	3%	/	1%
CCCN1Cc2cccc(C(=O)Nc3ccc(C)cc3)c2C1=O	11	/	2%	2%	-9%	6%	7%	18%	4%	-1%
Cc1ccc(S(=O)(=O)N2CCN(Cc3nnc(-c4c(-c5ccccc5)noc4C)o3)CC2)cc1	4	-12%	2%	/	20%	6%	/	?	/	-4%
CCOc1ccc(C(=O)NNC(=O)CN2C(=O)NC3(CCCC3)C2=O)cc1	-30	1%	-1%	/	-2%	-4%	/	-5%	/	-5%
O=C(COc1ccccc1)Nc1ccc2c(c1)nc1n2CCSC1	0	-13%	4%	23%	0%	0%	-2%	12%	-8%	1%
CCOC(=O)c1ccc(Nc2c(CC)c(C)nc3ncnn23)cc1	3	0%[46.1 µM]	-3%	1%	-7%	3%	-11%	13%	1%	/
CCc1nn(CC(=O)NCCCN(CC)Cc2ccccc2)c(=O)c2cc3sccc3n12	3	/	0%	8%	0%	/	-10%	-21%	-3%	-4%
COc1ccc(CN(CCC#N)CCC2(c3ccccc3)CC(C)N(C)CC2C)cc1OC (stereo not drawn)	1	-3%	-10%	10%	-2%	-1%	/	-66%[inhibitor]	-14%	0%
